# GCN5L2 inh: inhibitors of human GCN5L2 histone acetyltransferase. Q92830. GCN5L2 HAT assay, ThioGlo1 CoA-SH fluorescence. Potency, µM (highest dose often 58.9 µM), for inactives: at the top dose activity change, negative = inhibition, most hits filed as inhibitors. 0.21% of 390,000 active. AID 504327
# Target sequence (Q92830 whole entry, looked up): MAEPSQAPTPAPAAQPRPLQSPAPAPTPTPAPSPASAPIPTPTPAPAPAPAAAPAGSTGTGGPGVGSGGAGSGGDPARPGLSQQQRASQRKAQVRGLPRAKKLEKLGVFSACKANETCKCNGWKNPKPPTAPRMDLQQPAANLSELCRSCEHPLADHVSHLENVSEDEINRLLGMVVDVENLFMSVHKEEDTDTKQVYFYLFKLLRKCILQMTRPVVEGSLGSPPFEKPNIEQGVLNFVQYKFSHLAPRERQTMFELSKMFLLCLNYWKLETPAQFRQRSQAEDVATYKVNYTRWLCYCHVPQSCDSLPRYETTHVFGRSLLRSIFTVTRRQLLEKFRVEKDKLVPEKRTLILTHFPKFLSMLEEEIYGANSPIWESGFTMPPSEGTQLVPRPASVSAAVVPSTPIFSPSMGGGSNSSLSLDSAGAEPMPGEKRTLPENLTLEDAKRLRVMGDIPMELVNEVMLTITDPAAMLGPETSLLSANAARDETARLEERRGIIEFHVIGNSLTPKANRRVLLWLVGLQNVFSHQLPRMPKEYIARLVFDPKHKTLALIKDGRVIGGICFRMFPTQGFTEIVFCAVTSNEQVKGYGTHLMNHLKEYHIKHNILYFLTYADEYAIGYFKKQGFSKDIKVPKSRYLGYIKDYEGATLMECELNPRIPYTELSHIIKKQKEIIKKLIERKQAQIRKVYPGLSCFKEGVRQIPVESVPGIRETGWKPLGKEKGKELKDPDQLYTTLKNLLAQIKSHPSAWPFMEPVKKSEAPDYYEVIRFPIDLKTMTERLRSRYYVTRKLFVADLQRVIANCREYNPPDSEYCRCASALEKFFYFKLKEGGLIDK
#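 ThioGlo1-coupled HAT assay: 20nM GCN5L2, 70uM acetyl-CoA, 75uM H3(1-25) peptide, pH 7.5. Fluorescence read at 340/540nm at start and after 20 min at room temperature.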
# FEN1 inhibitor: blocks human flap endonuclease 1 | P39748 | Recombinant FEN1 flap cleavage, fluorescence, 15 min | Potency, µM (doses to about 114 µM), for the others: at the highest dose activity change, negative = inhibition, usual class: inhibitors | 0.35% of 390,000 active | AID 588795; further: nearly all actives have a fitted effect of over 65% in size
#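 Steps: FEN1 (10 nM) dispensed; compound added by pin tool; 15 min at room temperature; substrate added to 50 nM final; reads at 0 min and 15 min; data normalized and fitted (four-parameter Hill).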
# N370S GC mod: inhibitors or activators of N370S glucocerebrosidase for Gaucher disease; 0.092% of 330,000 active; Potency, µM (top dose mostly 59.4 µM), for inactives: top-dose activity change, negative = inhibition, actives largely listed as inhibitors; N370S GC spleen homogenate, 4MU-glucoside fluorescence;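 further: 0% = full enzyme activity and -100% = no enzyme basal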
# The depositor's hits bear a star; ? = inconclusive; . = no result given; & = joins results of further samples; [ ] = remark or other dose. The call rests on the fitted dose curve; in most records, active means well fitted curve in the direction sought with a large enough effect; inconclusive means small, poorly fitted or top-dose-only effect, or another doubt; inactive means no such curve, though single readings can be large; an effect the other way counts as inactive or inconclusive. Unless noted, on the % scale 0 is the no-effect control and ±100 the full control effect; potency means the concentration at half of the fitted maximal effect. A portion of the library (hit frequency here may not be typical).
SMILES,GCN5L2 inh,FEN1 inhibitor,N370S GC mod
COC(=O)c1ccc(N2C(=O)CC(N3CCC(n4c(=O)[nH]c5ccccc54)CC3)C2=O)cc1 (stereo not drawn),4%,0%,-5%
Cn1c(O)c(C=NC2CCCCCC2)c(=O)[nH]c1=S,0%,-4%,-2%
Cc1nc2ccccc2c(=O)n1-c1cccc(O)c1,-2%,0%,7%
CCc1ccc(NC2=NCCCS2)cc1,2%,3%,-1%
O=c1[nH]c(=O)n(Cc2ccccc2)c(O)c1C=Nc1ccc(CN2CCOCC2)cc1,-1%,-2%,-3%
COc1ccc(C2C(C#N)=C(N)Oc3c2c(=O)oc2ccccc32)cc1Cn1cc([N+](=O)[O-])cn1 (stereo not drawn),-15%,0%,2%
NC(CP(=O)(O)O)C(=O)O (stereo not drawn),-5%,?,3%&8%
CCCCOCCCN1C(C)=CC(=C2C(=O)NC(=S)NC2=O)C=C1C,0%,-1%,-4%
COC(=O)C1=C(c2ccc(Cl)c(C(F)(F)F)c2)C[C@@H]2CC[C@H]1N2C(=O)NCc1ccco1,-15%,-24%,.
CC1=C(C(=O)Nc2ccccc2)SCCO1,.,-3%,7%
C[C@H](NC(=O)[C@@H](N)Cc1ccc(O)cc1)C(=O)NCC(=O)N(C)[C@@H](Cc1ccccc1)C(=O)NCCO,-18%,.,-4%
NCCNc1ccc([N+](=O)[O-])c2cccnc12,2%,?,12%
Cc1ccc(Cn2ccc(NC(=O)c3cc(-c4ccco4)on3)n2)cc1,-14%,4%,?
CCOP(=O)(Cc1ccc(C#N)o1)OCC,2%,3%,1%
CC1CCN(C(=O)C(C)Cl)CC1 (stereo not drawn),0%,-6%,6%
COC(=O)C1=C(c2ccc(-c3ccccc3)c(F)c2)C[C@@H]2CC[C@H]1N2C(=O)N1CCOCC1,-4%,4%,.
NC1CCCCC1N=Cc1c(O)n(Cc2ccc(F)cc2)c(=O)[nH]c1=O (stereo not drawn),-3%,-2%,6%
C[N+]1(C)C2CCC1CC(OC(=O)c1c[nH]c3ccccc13)C2 (stereo not drawn),?,?,-1%&-21%
COc1cc(N2CCOCC2)ccc1C=C1C(=O)NC(=O)NC1=O,-12%,-2%,13%
Cc1nc(N)sc1CCN,-12%&-5%,.,-1%&9%

# In another format: results already given
> NCCNc1ccc([N+](=O)[O-])c2cccnc12
  GCN5L2 inh: 2%
  FEN1 inhibitor: ?
  N370S GC mod: 12%
> Cc1ccc(Cn2ccc(NC(=O)c3cc(-c4ccco4)on3)n2)cc1
  GCN5L2 inh: -14%
  FEN1 inhibitor: 4%
  N370S GC mod: ?
> CCOP(=O)(Cc1ccc(C#N)o1)OCC
  GCN5L2 inh: 2%
  FEN1 inhibitor: 3%
  N370S GC mod: 1%

# Continued:
SMILES,GCN5L2 inh,FEN1 inhibitor,N370S GC mod
Cc1ccc(C2N3CCCN23)cc1 (stereo not drawn),-23%,-3%,9%
COC(=O)C(O)(c1ccc(NC(=O)c2ccco2)c(OC)c1)C(F)(F)F (stereo not drawn),1%,-2%,-4%
COP(=S)(OC)Oc1ccc(Sc2ccc(OP(=S)(OC)OC)cc2)cc1,?,-6%,.
CC12CC1(C)C(=O)N(c1cc(Cl)cc(Cl)c1)C2=O (stereo not drawn),.,11%,-9%
CCOC(=O)CNC(=S)N1CC2C[C@@H](C1)Cn1c2cccc1=O,-4%,12%,-6%
Cn1c(=O)cc(SCC(=O)N2CCC3(CC2)OCCO3)c2ccc(Cl)cc21,-6%,3%,3%
CC(=O)c1c(O)n(C2CCCCCC2)c(=O)[nH]c1=O,-1%,-5%,0%
CC(=O)N(C1=NCCCS1)c1ccccc1F,-6%,-5%,8%
Nc1ccccc1C(=O)OCC(=O)c1ccc2c(c1)OCCO2,-2%,7%,1%
COCCNC(=O)c1c(NC(=O)c2ccco2)n(Cc2ccccc2)c2nc3ccccc3nc12,3%,2%,?
CCn1cc(C=C2C(=O)N(C)C(=O)N(C)C2=O)c2ccccc21,-8%,3%,-2%
COc1ccc(-n2c(/C=C/c3cccc(F)c3)nc3ccccc3c2=O)cc1Cl,12%,2%,.
Fc1cccc(C2NCc3ccccc3-n3cccc32)c1 (stereo not drawn),-3%,11%,-16%
Clc1ccc(C2NCCc3[nH]cnc32)cc1 (stereo not drawn),-6%,-4%,-15%
CC(=O)OC1C=CC2[C@H]3Cc4ccc(O)c5c4[C@@]2(CCN3C)C1O5 (stereo partly drawn),-1%,5%,.
COc1cc2c3cc1Oc1c(OC)c(OC)cc4c1[C@@H](Cc1ccc(OC(=O)c5ccc([N+](=O)[O-])cc5)c(c1)Oc1ccc(cc1)C[C@@H]3N(C)CC2)N(C)CC4,0%&-24%,.,?
c1ccc(P(c2ccccc2)c2ccccn2)cc1,3%,-5%,-1%
O=C(CN1CC=C(c2ccccc2)CC1)NC(=O)NC1CCCCC1,-14%,10%,-6%
O=c1c2ccccc2nc(-c2ccccc2)n1-n1cccc1,-2%,2%,3%
O=c1[nH]c(=O)n(-c2cccc3ccccc23)c(O)c1C=NCc1ccc2c(c1)OCO2,2%,-5%,8%
Ic1cncc(OC[C@@H]2CCN2)c1,-12%[0.501 µM],.,-6%
CCCCCn1c(=O)c(C(=O)Nc2ccccn2)c(O)c2ccccc21,-27%,-6%,-11%
Cc1ccc(C)c(CN2CCC(n3nnc4cc(F)ccc43)CC2)c1,22%,1%,-2%
COc1ccc(NC(=O)CN2C(=O)C(C)N=C(c3ccccc3)c3ccccc32)cc1OC (stereo not drawn),1%,7%,.
COC1=C[C@@H]2[C@@H]3Cc4ccc(OC)c(O)c4[C@]2(CCN3C)CC1=O,16%,3%,9%
O=c1[nH]c(CN2CC=C(c3ccccc3)CC2)nc2scc(-c3cccs3)c12,-2%,11%,-14%
COc1ccc(-n2c(Cc3cccc([N+](=O)[O-])c3)nc3ccccc3c2=O)cc1,1%,1%,15%
O=C(O)C(Cl)Cl,-9%&-11%,.,-2%&8%
COc1ccc(CCC(=O)N2C[C@H]3C[C@@H](C2)c2cccc(=O)n2C3)cc1,0%,-2%,1%
COC(=O)C1=C(c2ccc(OC)c(OC)c2)C[C@@H]2CC[C@H]1N2C(=O)NCCO,-14%,-3%,.

# Reprinted at random: 3 entries already listed, in no set order.
SMILES,GCN5L2 inh,FEN1 inhibitor,N370S GC mod
Ic1cncc(OC[C@@H]2CCN2)c1,-12%[0.501 µM],.,-6%
O=C(O)C(Cl)Cl,-9%&-11%,.,-2%&8%
COC(=O)C1=C(c2ccc(OC)c(OC)c2)C[C@@H]2CC[C@H]1N2C(=O)NCCO,-14%,-3%,.

# Remaining list, next part
SMILES,GCN5L2 inh,FEN1 inhibitor,N370S GC mod
O=[N+]([O-])c1ccc(O[C@@H]2O[C@H](CO)[C@@H](O)[C@H](O)[C@H]2F)c([N+](=O)[O-])c1,-9%,.,-30%
Cc1ccccc1-n1c(O)c(/C=C2/C(c3ccccc3)=Nc3ccccc32)c(=O)[nH]c1=O,-5%,-19%,1%
COC(=O)C(O)(c1c[nH]c2ccccc12)C(F)(F)F (stereo not drawn),-8%,-6%,-9%
CN(CCc1ccccc1)Cc1ccccc1[N+](=O)[O-],-10%,1%,-3%
COc1ccccc1OCCCn1cc(C(=O)c2ccco2)c2ccccc21,?,3%,?
COC(=O)C1=C(c2ccc(OC(F)(F)F)cc2)C[C@@H]2CC[C@H]1N2C(=O)N1CCCC1,-3%,2%,.
COc1cc(C=C2C(=O)NC(=O)NC2=O)ccc1O,3%,-22%,-1%
Cc1ccc(N2C(=O)NC(=O)/C(=C\c3ccc([N+](=O)[O-])o3)C2=O)cc1,-23%,.,-4%
COc1ccc(S(=O)(=O)N2CC3CC(C2)c2cccc(=O)n2C3)cc1 (stereo not drawn),-2%,2%,-4%
CC1=C2C(=O)C3C(CC=C4CC(OC5OC(O)C(O)C(O)C5CO)CCC43C)C2CCC12OC1CC(C)CNC1C2C (stereo not drawn),2%,-14%,-5%

# Whole records, looked up by structure. Values in the order: GCN5L2 inh | FEN1 inhibitor | N370S GC mod
# COc1ccc(S(=O)(=O)N2CC3CC(C2)c2cccc(=O)n2C3)cc1 (stereo not drawn) is listed with -2% | 2% | -4%
# COC(=O)C(O)(c1c[nH]c2ccccc12)C(F)(F)F (stereo not drawn) is listed with -8% | -6% | -9%

# (more compounds)
SMILES,GCN5L2 inh,FEN1 inhibitor,N370S GC mod
COc1ccccc1OCC#CCN1CCCCCC1,-10%,2%,18%
CC(C)(C)NC[C@H](O)COc1cccc2[nH]c(C#N)cc12,-10%,.,3%
O=C(O)CC[N+](=O)[O-],-10%,-3%,2%&10%
O=S(=O)(c1ccc(F)cc1)N1CCCCC1c1cccnc1 (stereo not drawn),-1%,16%,-7%
C#C[C@]1(O)CCC2C3C(CC[C@@]21C)[C@@]1(C)CC[C@@H](O)CC1=C[C@H]3O (stereo partly drawn),2%,7%,.
CCCCCOc1c(OC)ccc2cc(C(=O)NCc3ccc4c(c3)OCO4)c(=O)[nH]c12,4%,.,15%
CC(=O)N1CC(=O)Nc2ccc(Cl)cc2C1c1ccc(F)cc1 (stereo not drawn),2%,-10%,-1%
O=c1c2ccccc2nc(/C=C/c2ccc(O)cc2)n1-c1cccc(O)c1,?,?,5%
Cc1ccccc1-n1c(/C=C/c2ccc(O)cc2)nc2ccccc2c1=O,-11%,-6%,.
O=C(Nc1cccc(C(=O)Nc2cc(C(=O)Nc3ccc([S+](=O)([O-])[O-])c4cc([S+](=O)([O-])[O-])cc(SOOO)c34)ccc2F)c1)Nc1cccc(C(=O)Nc2cc(C(=O)Nc3ccc([S+](=O)([O-])[O-])c4cc([S+](=O)([O-])[O-])cc([S+](=O)([O-])[O-])c34)ccc2F)c1,-23%,.,-9%
CNc1ccc2oc(C[C@@H]3OC4(CC[C@@H]3C)O[C@H]([C@@H](C)C(=O)c3ccc[nH]3)[C@H](C)C[C@H]4C)nc2c1C(=O)O (stereo partly drawn),25µM*,.,9%&0%
CC(Cc1ccccc1)[n+]1cc(/N=C(\N)[O-])on1 (stereo not drawn),-3%,-3%,4%
O=C(O)C(O)(c1ccccc1)C1CCCC1 (stereo not drawn),2%,6%,0%
O=C1CN=C(c2ccccc2)c2ccccc2N1Cc1ccc(C(F)(F)F)cc1,-12%,-15%,8%
COC(=O)C1=C(c2ccc(Cl)c(C(F)(F)F)c2)C[C@@H]2CC[C@H]1N2C(=O)NCCOc1ccccc1Cl,-17%,-32%,.
CCOP(=O)(C#Cc1ccccc1)C(O)c1ccc(Br)cc1 (stereo not drawn),-4%,-1%,-1%
NC(=O)c1cc([N+](=O)[O-])cc([N+](=O)[O-])c1,-3%,-3%,-11%
CCOP(=O)(OCC)C(NC(=O)c1ccccc1C)C(Cl)(Cl)Cl (stereo not drawn),0%,4%,7%
C[N+]1(C)C2CC(OC(=O)[C@H](CO)c3ccccc3)CC1C1OC12 (stereo partly drawn),-3%&-2%,-13%&-22%,.
Cc1ccccc1Cc1c(C)nc2nc(SCC(=O)N3CCC4(CC3)OCCO4)nn2c1C,-3%,41%[activator],3%
C=C[C@H]1CN2CC[C@H]1C[C@H]2[C@H](O)c1ccnc2ccccc12,-16%,8%,-23%
CN(CCc1ccccc1)Cc1c[nH]c2ccccc12,?,21%,6%
C/C=C(/C)C(=O)O[C@H]1C(C)=C2[C@H]([C@@H]1OC(=O)CCCCCCC)[C@@](C)(OC(C)=O)C[C@H](OC(=O)CCC)[C@@]1(O)[C@H]2OC(=O)[C@@]1(C)O,-24%&-7%&-6%,.,-7%&7%
O=c1[nH]c(=O)n(Cc2ccccc2)c(O)c1C=NCCN1CCNCC1,-4%,-5%,11%
COc1ccc2nc(/N=C/c3c(O)n(-c4cccc(Cl)c4)c(=O)[nH]c3=O)sc2c1,-1%,-7%,-16%
O=C(CSC1c2ccccc2-c2ccccc21)N/N=C/c1ccccc1C(=O)O,32%[activator],2%,5%
COC12CCC3(CC1C(C)(O)C(C)(C)C)[C@H]1Cc4ccc(O)c5c4[C@@]3(CCN1CC1CC1)C2O5 (stereo partly drawn),-3%,-7%,.
c1ccc2c(CN3CCN(C4CCCCC4)CC3)c[nH]c2c1,-3%,-3%,-3%

# Grouped by structure: those above containing a cyano group.
SMILES,GCN5L2 inh,FEN1 inhibitor,N370S GC mod
COc1ccc(C2C(C#N)=C(N)Oc3c2c(=O)oc2ccccc32)cc1Cn1cc([N+](=O)[O-])cn1 (stereo not drawn),-15%,0%,2%
CCOP(=O)(Cc1ccc(C#N)o1)OCC,2%,3%,1%
CC(C)(C)NC[C@H](O)COc1cccc2[nH]c(C#N)cc12,-10%,.,3%

# Assay outcomes as filed in PubChem.
